AHR act: AHR activators, primary screen, cell-based, luminescence, luciferase reporter, human; activation, % at 5 µM; 320,000 tested, 2.5% active; AHR-responsive luciferase reporter cells; in the data active = activation above about 47%;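 note: 0% = vehicle wells and 100% = reference agonist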
LAP4 TOR yeast: modulators of LAP4-GFP expression in yeast, primary screen, S. cerevisiae, multiplex flow cytometry, MLPCN library; 320,000 tested, 0.34% active; GFP response vs DMSO, % at 10 µM; AID 2023, 2009; 3 h; median GFP as percent of DMSO wells;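 active = GFP response vs DMSO above a set limit, about the screen mean plus 3 SD, cut at about 150% in these data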
EBNA-1 inh: EBNA-1 DNA-binding inhibitors, primary screen, biochemical, fluorescence polarization. AID 1950, 2009. 300,000 tested, 0.34% active. inhibition, % at 14.8 µM; in the data active = inhibition above about 28%
procasp3 activ: activators of human procaspase-3 D3A mutant, primary screen, biochemical, absorbance, PC-3 D3A mutant, single concentration. 330,000 tested, 0.11% active. recombinant procaspase-3 D3A, Ac-DEVD-pNA absorbance 405 nm. activation, % at 8.5 µM;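 active = activation above the mean of all tested compounds plus 3 SD, cut at about 21% in these data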;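 note: 0% = DMSO alone and 100% = DMSO wells spiked with extra 5 µM PC-3 D3A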
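System: Procaspase-3 D3A mutant. Medium: Zinc-free 300 mM NaCl, 50 mM HEPES, 0.01% Triton X-100. Schedule: 1 h preincubation plus 2 h reaction at 25 °C. Measured by: 405 nm absorbance of p-nitroaniline, reads at 0 and 120 min. Read-out: percent activation relative to control range.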
RPL19A-GFP yeast: RPL19A-GFP expression modulators in yeast, primary screen, cell-based, S. cerevisiae, multiplex flow cytometry, MLPCN. S. cerevisiae RPL19A-GFP strain, 3 h; stronger effect = lower value. percent response vs DMSO, % at 10 µM. 330,000 tested, 0.3% active. AID 2025, 2009;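 active = percent response vs DMSO below 50%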;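 note: median channel GFP fluorescence of the barcoded RPL19A-GFP strain; ratio of sample median GFP to plate DMSO average so 100% = DMSO; lower means less RPL19A-GFP as with rapamycin TOR inhibition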
proCasp7 act: procaspase-7 activators, primary screen, counter-screen for procaspase-3 activator project, biochemical, absorbance, HTS, human; recombinant procaspase-7, Ac-DEVD-pNA absorbance 405 nm; D23A/D198A/D206A triple mutant, cannot self-cleave; scale: DMSO 0, 5 µM enzyme 100; activation, % at 8.5 µM; 330,000 tested, 0.093% active; AID 463210, 2010;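 active = percent activation above the screen-wide mean plus 3 SD, cut at about 25% in these data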
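buffer or medium = Zinc-free HEPES/NaCl buffer, pH 7.4 | material = Procaspase-7 triple mutant (PC-7 D3A) | input = 2 µM procaspase-7 mutant as dispensed | signal = Epi-absorbance of released pNA at 405 nm, two timepoints | timing = 1 h preincubation, 2 h reaction | replicates = singlicate compound testing | evaluation = % activation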
ZTA DNA inh: blocks Epstein-Barr virus ZTA, an EBNA-1 counter-screen; ZTA-DNA binding, fluorescence polarization; AID 2234; inhibition, % at 11 µM; 320,000 tested, 0.15% active; in the data active = inhibition above about 33%
MEP2-GFP yeast: modulators of MEP2-GFP levels in yeast, primary screen, S. cerevisiae, multiplex flow cytometry, MLPCN library. S. cerevisiae MEP2-GFP strain, 3 h; 100% = DMSO control level. AID 2016, 2009. GFP response vs DMSO, % at 10 µM. 330,000 tested, 0.51% active;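 active = GFP response versus DMSO above a set limit, roughly screen mean plus 3 SD, cut at about 180% in these data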;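 note: median GFP fluorescence of the barcode-gated MEP2-GFP cells per well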
* = called active by the depositor. An unsorted share of the library; 3.8% or so of the library scored in one or more.

How did COc1ccc(C(=O)/C=C/C(=O)N(Cc2ccccc2OC)C(C(=O)NC2CCCCC2)c2ccncc2)c(O)c1 (stereo not given) do in these assays?
AHR act: 3; LAP4 TOR yeast: 95; EBNA-1 inh: -5; procasp3 activ: 6; RPL19A-GFP yeast: 98; proCasp7 act: -10; ZTA DNA inh: -2; MEP2-GFP yeast: 105

What do the screens show for `CN(CC(=O)Nc1ccc(F)c(F)c1F)C(=O)c1nn(Cc2ccccc2)c(=O)c2ccccc12`?
AHR act: 6; LAP4 TOR yeast: 92; procasp3 activ: 4; RPL19A-GFP yeast: 95; proCasp7 act: -1; MEP2-GFP yeast: 92

How did O=C(O)COc1ccccc1/C=N/NC(=O)c1cc2ccccc2cc1O do in these assays?
AHR act: 58*; LAP4 TOR yeast: 102; EBNA-1 inh: -2; procasp3 activ: 11; RPL19A-GFP yeast: 98; proCasp7 act: -7; ZTA DNA inh: -12; MEP2-GFP yeast: 96

How did CCC(C)NC(=O)CSC1=Nc2ccccc2C2=NC(CC(=O)NCc3ccc(F)cc3)C(=O)N12 (stereo not given) do in these assays?
AHR act: 2; LAP4 TOR yeast: 95; EBNA-1 inh: -2; procasp3 activ: 4; RPL19A-GFP yeast: 102; proCasp7 act: 14; ZTA DNA inh: -11; MEP2-GFP yeast: 99

How did Cc1oc(-c2ccccc2F)nc1CS(=O)(=O)CC(=O)N1CCN(Cc2ccccc2)CC1 do in these assays?
AHR act: -1; LAP4 TOR yeast: 98; EBNA-1 inh: 1; procasp3 activ: 10; RPL19A-GFP yeast: 98; proCasp7 act: 6; ZTA DNA inh: 12; MEP2-GFP yeast: 98

How did CCCN(CC(=O)Nc1ccccc1C)C(=O)C1CCN(S(=O)(=O)c2cccc(C(F)(F)F)c2)CC1 do in these assays?
AHR act: -1; LAP4 TOR yeast: 98; EBNA-1 inh: -3; procasp3 activ: 15; RPL19A-GFP yeast: 98; proCasp7 act: 2; ZTA DNA inh: -18; MEP2-GFP yeast: 102

What do the screens show for `Cn1c(=O)c([N+](=O)[O-])c(-n2cnc3ccccc32)c2ccccc21`?
AHR act: 18; LAP4 TOR yeast: 109; EBNA-1 inh: 9; procasp3 activ: -5; RPL19A-GFP yeast: 99; proCasp7 act: 5; ZTA DNA inh: 9; MEP2-GFP yeast: 91

How did Cc1cc[n+](CC(=O)c2ccc(NC(=O)c3ccccc3)cc2)cc1 do in these assays?
AHR act: 3; LAP4 TOR yeast: 99; EBNA-1 inh: 5; procasp3 activ: 2; RPL19A-GFP yeast: 96; proCasp7 act: 7; ZTA DNA inh: 16; MEP2-GFP yeast: 90

How did COc1ccc(CC(=O)Nc2c3c(nn2-c2cccc(Cl)c2)CS(=O)C3)cc1 (stereo not given) do in these assays?
AHR act: 0; LAP4 TOR yeast: 108; EBNA-1 inh: -7; procasp3 activ: 4; RPL19A-GFP yeast: 100; proCasp7 act: 5; ZTA DNA inh: -11; MEP2-GFP yeast: 107

What do the screens show for `CCn1c(SC(C)C(=O)NCC2CCCO2)nc2scc(-c3ccccc3)c2c1=O` (stereo not given)?
AHR act: -2; LAP4 TOR yeast: 107; EBNA-1 inh: -4; procasp3 activ: 14; RPL19A-GFP yeast: 97; proCasp7 act: -2; ZTA DNA inh: -3; MEP2-GFP yeast: 94

Results for CCCCCCCNC(=O)C1(CC2CC(c3ccc(Cl)cc3)=NO2)CCNCC1 (stereo not given) ?
AHR act: -1; LAP4 TOR yeast: 118; EBNA-1 inh: 8; procasp3 activ: 2; RPL19A-GFP yeast: 105; proCasp7 act: -7; ZTA DNA inh: 15; MEP2-GFP yeast: 102

How did CC(C(=O)Nc1ccc(F)c(F)c1F)N(C)CCOc1ccccc1 (stereo not given) do in these assays?
AHR act: -3; LAP4 TOR yeast: 98; EBNA-1 inh: 8; procasp3 activ: -7; RPL19A-GFP yeast: 104; proCasp7 act: 5; ZTA DNA inh: 4; MEP2-GFP yeast: 104

Entries shown so far that have four or more nitrogen atoms:
What do the screens show for `CN(CC(=O)Nc1ccc(F)c(F)c1F)C(=O)c1nn(Cc2ccccc2)c(=O)c2ccccc12`?
AHR act: 6; LAP4 TOR yeast: 92; procasp3 activ: 4; RPL19A-GFP yeast: 95; proCasp7 act: -1; MEP2-GFP yeast: 92

How did CCC(C)NC(=O)CSC1=Nc2ccccc2C2=NC(CC(=O)NCc3ccc(F)cc3)C(=O)N12 (stereo not given) do in these assays?
AHR act: 2; LAP4 TOR yeast: 95; EBNA-1 inh: -2; procasp3 activ: 4; RPL19A-GFP yeast: 102; proCasp7 act: 14; ZTA DNA inh: -11; MEP2-GFP yeast: 99

What do the screens show for `Cn1c(=O)c([N+](=O)[O-])c(-n2cnc3ccccc32)c2ccccc21`?
AHR act: 18; LAP4 TOR yeast: 109; EBNA-1 inh: 9; procasp3 activ: -5; RPL19A-GFP yeast: 99; proCasp7 act: 5; ZTA DNA inh: 9; MEP2-GFP yeast: 91

Remaining list, next part.
What do the screens show for `O=C(C[n+]1ccccc1)N/N=C/c1cccs1`?
AHR act: 1; LAP4 TOR yeast: 94; EBNA-1 inh: 8; procasp3 activ: 3; RPL19A-GFP yeast: 100; proCasp7 act: -2; ZTA DNA inh: 6; MEP2-GFP yeast: 100

How did CN(C)CCCN(C(=O)c1ccc2c(c1)CCCC2)c1nc2ccc(Cl)cc2s1 do in these assays?
AHR act: -3; LAP4 TOR yeast: 97; EBNA-1 inh: -9; procasp3 activ: -4; RPL19A-GFP yeast: 101; proCasp7 act: 8; ZTA DNA inh: -15; MEP2-GFP yeast: 99

How did Cc1[nH]c(=O)[nH]c(=O)c1S(=O)(=O)N1CCCCC1 do in these assays?
AHR act: 1; LAP4 TOR yeast: 93; EBNA-1 inh: 10; procasp3 activ: -1; RPL19A-GFP yeast: 102; proCasp7 act: 9; ZTA DNA inh: 9; MEP2-GFP yeast: 104

What do the screens show for `CCOc1ccccc1Nc1ccc2nonc2c1[N+](=O)[O-]`?
AHR act: 1; LAP4 TOR yeast: 90; EBNA-1 inh: 7; procasp3 activ: 4; RPL19A-GFP yeast: 106; proCasp7 act: 6; ZTA DNA inh: -1; MEP2-GFP yeast: 102

What do the screens show for `O=C(NCC1CCCO1)c1ccc(NC(=O)C2CCCCC2C(=O)O)cc1` (stereo not given)?
AHR act: 4; LAP4 TOR yeast: 106; EBNA-1 inh: -9; procasp3 activ: -5; RPL19A-GFP yeast: 103; proCasp7 act: -2; ZTA DNA inh: -9; MEP2-GFP yeast: 110

Results for CCc1c(O)nc(SCC(=O)Nc2ccccc2C)n(-c2ccc(C)cc2)c1=O ?
AHR act: 3; LAP4 TOR yeast: 96; EBNA-1 inh: -4; procasp3 activ: -6; RPL19A-GFP yeast: 97; proCasp7 act: -5; ZTA DNA inh: 2; MEP2-GFP yeast: 97

How did CC(=O)Nc1ccc(CN2CCc3c([nH]c4ccccc34)C2C(C)(C)C)cc1 (stereo not given) do in these assays?
AHR act: 10; LAP4 TOR yeast: 95; EBNA-1 inh: -2; procasp3 activ: 5; RPL19A-GFP yeast: 104; proCasp7 act: 8; ZTA DNA inh: -9; MEP2-GFP yeast: 107

What do the screens show for `Cn1c(=O)c2[nH]c(-c3ccccc3)c(O)c2n(C)c1=O`?
AHR act: 22; LAP4 TOR yeast: 96; EBNA-1 inh: 9; procasp3 activ: -11; RPL19A-GFP yeast: 96; proCasp7 act: -15; ZTA DNA inh: 10; MEP2-GFP yeast: 79

What do the screens show for `CSc1ccc(CN2CCN(Cc3ccccc3)C(CCO)C2)cc1` (stereo not given)?
AHR act: 3; LAP4 TOR yeast: 111; EBNA-1 inh: -5; procasp3 activ: 6; RPL19A-GFP yeast: 97; proCasp7 act: 5; ZTA DNA inh: 1; MEP2-GFP yeast: 97

Results for Cc1ccc(NC(=O)c2ccco2)c(NC(=O)c2ccccc2C)c1 ?
AHR act: 45; LAP4 TOR yeast: 96; EBNA-1 inh: -3; procasp3 activ: 2; RPL19A-GFP yeast: 95; proCasp7 act: 4; ZTA DNA inh: -2; MEP2-GFP yeast: 109

What do the screens show for `Cc1cc(C)n2nc(C(=O)OCC(=O)N(C)CC(=O)Nc3ccccc3Cl)nc2n1`?
AHR act: 1; LAP4 TOR yeast: 112; EBNA-1 inh: -6; procasp3 activ: 3; RPL19A-GFP yeast: 105; proCasp7 act: 6; ZTA DNA inh: 0; MEP2-GFP yeast: 104

How did COc1ccc(C(=O)NCc2nnc(SCC(=O)NCc3ccc(F)cc3)o2)cc1 do in these assays?
AHR act: 4; LAP4 TOR yeast: 95; EBNA-1 inh: 11; procasp3 activ: -5; RPL19A-GFP yeast: 94; proCasp7 act: 7; ZTA DNA inh: -14; MEP2-GFP yeast: 94

How did C=CCN1C(=O)C(O)(CC(=O)c2ccc(N)cc2)c2ccccc21 (stereo not given) do in these assays?
AHR act: -1; LAP4 TOR yeast: 92; EBNA-1 inh: 2; procasp3 activ: 0; RPL19A-GFP yeast: 92; proCasp7 act: -4; ZTA DNA inh: 1; MEP2-GFP yeast: 93

Results for Cc1ccc2c(c1)CCCN2S(=O)(=O)c1cccc(C(=O)Nc2ccccc2C(=O)O)c1 ?
AHR act: 8; LAP4 TOR yeast: 124; EBNA-1 inh: 12; procasp3 activ: 0; RPL19A-GFP yeast: 98; proCasp7 act: -1; ZTA DNA inh: -4; MEP2-GFP yeast: 126

Results for O=C(Cc1c(F)cccc1Cl)c1ccc(O)cc1O ?
AHR act: 3; LAP4 TOR yeast: 118; EBNA-1 inh: -4; procasp3 activ: -2; RPL19A-GFP yeast: 98; proCasp7 act: 7; ZTA DNA inh: 12; MEP2-GFP yeast: 90

How did COc1ccc(CCNC(=O)c2ccc(N3CCCCS3(=O)=O)cc2)cc1OC do in these assays?
AHR act: 0; LAP4 TOR yeast: 95; EBNA-1 inh: -3; procasp3 activ: 5; RPL19A-GFP yeast: 100; proCasp7 act: 1; ZTA DNA inh: 15; MEP2-GFP yeast: 109

What do the screens show for `Nc1nonc1-n1nnc(C(=O)N/N=C/c2ccncc2)c1-c1ccccc1`?
AHR act: 25; LAP4 TOR yeast: 102; EBNA-1 inh: 2; procasp3 activ: -6; RPL19A-GFP yeast: 104; proCasp7 act: -10; ZTA DNA inh: -4; MEP2-GFP yeast: 105

How did COCCC(=O)N1CCC(Oc2ccc(C(=O)NCc3ccon3)cc2)CC1 do in these assays?
AHR act: -2; LAP4 TOR yeast: 95; EBNA-1 inh: -2; procasp3 activ: 5; RPL19A-GFP yeast: 129; proCasp7 act: 2; ZTA DNA inh: -4; MEP2-GFP yeast: 111

How did COCCN1CCN(C(=O)c2cc(COc3ccc(F)cc3Cl)on2)CC1 do in these assays?
AHR act: -4; LAP4 TOR yeast: 103; EBNA-1 inh: 10; procasp3 activ: 3; RPL19A-GFP yeast: 102; proCasp7 act: 12; ZTA DNA inh: -3; MEP2-GFP yeast: 99

What do the screens show for `CCC(=O)Nn1cnc2c(c1=O)C1(CCCCC1)Cc1ccccc1-2`?
AHR act: -1; LAP4 TOR yeast: 91; EBNA-1 inh: -3; procasp3 activ: 2; RPL19A-GFP yeast: 96; proCasp7 act: 0; ZTA DNA inh: 13; MEP2-GFP yeast: 94

How did Cc1cccc2cc(CN(CCCN3CCOCC3)Cc3nnnn3C(C)(C)C)c(=O)[nH]c12 do in these assays?
AHR act: 8; LAP4 TOR yeast: 96; EBNA-1 inh: -3; procasp3 activ: 6; RPL19A-GFP yeast: 93; proCasp7 act: 7; ZTA DNA inh: -10; MEP2-GFP yeast: 98

Assay outcomes (PubChem)
